RNase H inhibition: RNase H inhibition, HIV 1 Gag Pol polyprotein, FRET biochemical assay, screening (AID 372). HIV-1 RT RNase H, FRET RNA/DNA substrate fluorescence; higher % means a stronger effect. one-dose inhibition, % at 10 µM; IC50 in µM for titrated hits. 100,000 tested, 0.77% active; in the data active means inhibition above about 50%
Numbers without * were called inactive; & = joins results of further samples. Only part of the results is shown; rates above refer to the full screens.

SMILES | RNase H inhibition
CC(=O)c1cccc(NC(=O)/C(=C/c2ccc(N(C)C)cc2)NC(=O)c2ccccc2)c1 | 18%
CC1=C(C(=O)OCCc2ccccc2)C(c2ccccc2F)C2=C(CC(C)(C)CC2=O)N1 (stereo not drawn) | 15%
O=C(O)CCCCCN1C(=O)C(=O)/C(=C(/O)c2ccc([N+](=O)[O-])cc2)C1c1ccc(O)cc1 (stereo not drawn) | 7%
CC(=O)NC1=NC(=O)/C(=C\c2ccccc2Cl)S1 | 4%
COc1ccc(CNS(=O)(=O)c2cccc([N+](=O)[O-])c2)cc1 | 6%
Cc1cccc(-c2nc3sc4c(c3c(=O)o2)CCCCC4)c1 | 13%
CCOC(=O)c1c(NC(=O)c2cc(Cl)ccc2[N+](=O)[O-])sc2c1CCCC2 | 2%
Cn1c(O)c(N=NC(=O)C(O)(c2ccccc2)c2ccccc2)c2ccccc21 | 11%
O=S(=O)(NCCOc1ccccc1F)c1ccccc1 | 0%
C/C(=N\NC(=O)c1ccccc1[N+](=O)[O-])c1c(O)cc(C)oc1=O | 6%
O=C(O)CC(Cc1ccc(Br)cc1)C(=O)Nc1ccccc1 (stereo not drawn) | 10%
O=c1sc2ccccc2n1Cc1ccccc1Cl | 36%
CCCCNC(=O)c1cc2n(n1)C(C(F)(F)F)CC(c1ccc(Cl)c(Cl)c1)N2 (stereo not drawn) | 12%
Cc1cccc(NC(=O)/C(C#N)=C\c2cc(C)n(C3CCCCC3)c2C)c1 | 7%
CCOC(=O)C1=C(C)N=c2s/c(=C\c3cccc(Br)c3)c(=O)n2C1c1ccccc1Cl (stereo not drawn) | 19%
CCn1c2ccccc2c2cc(C3C(C#N)=C(N)OC4=C3C(=O)CCC4)ccc21 (stereo not drawn) | 14%
COc1ccc(/C(=C2\OC(=O)c3ccccc32)[N+](=O)[O-])cc1 | 10%
COc1ccc2c(c1OC)C(=O)OC2Nc1ccccc1Br (stereo not drawn) | 9%
O=C1c2ccccc2NC(c2ccc(Br)cc2)N1Cc1ccccc1 (stereo not drawn) | 24%
CS(=O)(=O)N1CCN(C(=O)COc2ccccc2)CC1 | 2%
COC(=O)C1=C(O)/C(=C\c2cccc3ccccc23)N=C1C | 8%
O=[N+]([O-])c1ccc(N=Cc2cc(I)cc(I)c2O)c(O)c1 | 14%
O=c1oc2ccccc2c2c1C(c1ccc(Cl)cc1Cl)Nc1ccc3ccccc3c1-2 (stereo not drawn) | 21%
Cc1ccc(C)n1-c1ccc(C(=O)OCC(=O)c2ccccc2)cc1 | 39%
CCOC(=O)c1c(-c2ccc(-c3ccccc3)cc2)csc1N | 24%

Next section; the last 4 above are carried over.
SMILES | RNase H inhibition
O=[N+]([O-])c1ccc(N=Cc2cc(I)cc(I)c2O)c(O)c1 | 14%
O=c1oc2ccccc2c2c1C(c1ccc(Cl)cc1Cl)Nc1ccc3ccccc3c1-2 (stereo not drawn) | 21%
Cc1ccc(C)n1-c1ccc(C(=O)OCC(=O)c2ccccc2)cc1 | 39%
CCOC(=O)c1c(-c2ccc(-c3ccccc3)cc2)csc1N | 24%
CCOc1ccccc1C1C(C#N)=C(N)Oc2n[nH]c(C(C)(C)C)c21 (stereo not drawn) | 22%
O=C(/C=C\Nc1ccccc1NS(=O)(=O)c1ccccc1)c1ccc(F)cc1 | 10%
CCN1CCC(NCc2ccc(OC)cc2)CC1 | 18%
Cc1nc2ccc(Cl)cn2c1C(=O)NN=C1CCC(C(C)(C)C)CC1 (stereo not drawn) | 0%
CC(=O)Nc1ccccc1C(=O)Nc1ccccc1 | 2%
CCc1nnc(NS(=O)(=O)c2ccc(N/C=C/C(=O)c3ccc(OC)cc3OC)cc2)s1 | 10%
COc1cc(/C=C2/C(=O)NN(c3ccccc3)C2=O)c([N+](=O)[O-])cc1OC | 12%
O=C(NC1CCCCC1)N1CCN(C(c2ccccc2)c2ccccc2)CC1 | 4%
COc1ccc(C)cc1NC(=O)C(=O)NCc1ccncc1 | 55%*
CCc1c(O)nc(SC(C)CC)n(-c2ccccc2)c1=O (stereo not drawn) | 13%
O=C(N/N=C/c1ccc(-c2ccc(Cl)cc2)o1)c1ccc2ccccc2c1O | 16%
O=c1[nH]c(NCCCO)nc2c1C1(CCCC1)Cc1ccccc1-2 | 14%
CCOc1c(I)cc(/C=C2\C(=O)NC(=S)N(c3ccc(Cl)cc3)C2=O)cc1OC | 0%
O=c1c(Cl)c(N2CCCC2)cnn1-c1ccccc1 | 1%
CCOC(=O)c1c(-c2ccccc2)csc1NC(=O)COc1ccc(Cl)cc1 | 10%
O=c1c2ccccc2nc(/C=C/c2ccc3c(c2)OCO3)n1-c1cccc2ccccc12 | 4%
COc1ccc(-n2c(SC)nc(O)c(Cc3ccccc3)c2=O)cc1 | 0%
CCOC(=O)C1=C(C)N=c2s/c(=C\c3ccc(C)o3)c(=O)n2C1c1ccccc1Cl (stereo not drawn) | 29%
O=C(CCN1C(=O)/C(=C/c2ccc(F)cc2)SC1=S)Nc1ncc(Cc2ccc(Cl)cc2)s1 | 19%
O=[N+]([O-])c1cccc(-c2noc(-c3ccc(-c4ccccc4)cc3)n2)c1 | 19%
COc1ccc(Br)cc1CNc1ccc([N+](=O)[O-])cc1C | 6%
COc1cc2c(cc1NC(=O)COc1ccc(C)cc1C)oc1ccccc12 | 13%
Cc1c(C(=O)Nc2cccc(C(=O)O)c2)cccc1[N+](=O)[O-] | 0%
Cc1ccc(/C=C2\SC(N3CCCC3)=NC2=O)cc1 | 15%
CCCS(=O)(=O)c1c(S(=O)(=O)CCC)c2cc(-c3ccncc3)ccn2c1C(=O)c1ccccc1 | 21%

Quoted from the listing:
Result of COc1ccc(/C(=C2\OC(=O)c3ccccc32)[N+](=O)[O-])cc1 under RNase H inhibition: 10%
Result of O=C(N/N=C/c1ccc(-c2ccc(Cl)cc2)o1)c1ccc2ccccc2c1O under RNase H inhibition: 16%

Next structures
SMILES | RNase H inhibition
Cc1ccc(S(=O)(=O)N2CCN(c3ccc([N+](=O)[O-])c(NC4CC4)c3)CC2)cc1 | 2%
Cc1ccc(Cl)cc1NC(=O)COc1ccc2ccccc2c1 | 4%
COc1cccc2c1OC1(C=C2)N(C)c2ccccc2C1(C)C (stereo not drawn) | 18%
CCOc1ccc(/C=C/C(=O)c2ccc(OC)c(OC)c2)cc1 | 18%
CCOC(=O)c1[nH]c(C)c(C(=O)CC(C)(C)C)c1C | 0%
CCC(=O)N(c1ccccc1)C1CC(C)Nc2ccccc21 (stereo not drawn) | 4%
C=CC(=O)NC1(CC(C)CC)CCCCC1 (stereo not drawn) | 6%
COc1ccc(C2Sc3ccccc3NC3=C2C(=O)c2ccccc23)cc1 (stereo not drawn) | 9%
O=c1/c(=C/c2cc(Cl)cc(Cl)c2OCc2ccccc2F)sc2nc3ccccc3n12 | 0%
CCOC(=O)Cc1csc(N/N=C\c2ccc(N(C)C)cc2)n1 | 27%
CCOC(=O)c1cnn(-c2ccccc2)c1NC(=O)c1cccc([N+](=O)[O-])c1 | 7%
O=C(Nc1sc2c(c1C(=O)Nc1ccccc1)CCC2)c1ccccc1 | 18%
COc1cccc(NC(=O)c2ccc3ccccc3c2)c1 | 8%
COc1ccc(-n2nc3cc(C)c(NC(=S)NC(=O)c4cccc(Br)c4)cc3n2)cc1 | 4%
CC1(C)CC(=O)C2=C(C1)NC1=C(C(=O)CC(C)(C)C1)C2c1c(Cl)cccc1Cl | 0%
O=C(/C=C/c1ccccc1Cl)c1ccc(NC(=O)c2cccs2)cc1 | 15%
OCCN(C(=S)Nc1ccc2nccnc2c1)c1ccccc1 | 5%
O=C1OC(c2ccccc2F)=N/C1=C\c1ccc(-c2ccc([N+](=O)[O-])cc2Cl)o1 | 19%
C/C(=N\NC(=O)C(NC(=O)c1ccccc1)c1n[nH]c(=O)c2ccccc12)c1ccc([N+](=O)[O-])cc1 (stereo not drawn) | 21%
COc1c(Cl)cc(C(=O)Nc2ccc(Cl)c(Cl)c2)cc1Cl | 20%
Cc1ccc2c(c1)N=C(c1ccccc1)NN=C2c1ccccc1 | 20%
Brc1ccc(-c2ccc(/C=C/c3nc4ccccc4o3)o2)cc1 | 14%
COCCNCCOCCOc1ccc(OC)cc1 | 15%
Cc1cc(OS(C)(=O)=O)c2c(-c3ccccc3)cc(=O)oc2c1 | 19%
Cc1ccsc1C=Nc1cccc([N+](=O)[O-])c1C | 2%
The results go on:
SMILES | RNase H inhibition
O=C(O)C(CO)Nc1ncnc2ccc(Br)cc12 (stereo not drawn) | 13%
CS(=O)(=O)N(CC(=O)N1CCc2ccccc2C1)c1cccc2ccccc12 | 9%
Cc1cc(NC(=O)c2cccs2)ccc1Br | 6%
c1ccc(CSc2nc3ccccc3s2)nc1 | 0%
COc1ccc(C(=O)ON=C2c3ccccc3-c3ccccc32)cc1 | 0%
Cc1cccc(N2C(=O)NC(=O)/C(=C\c3ccc(-c4ccc(F)cc4)o3)C2=O)c1C | 27%
Cc1ccccc1NC(=O)c1c(NC(=O)C(Cl)(Cl)Cl)sc2c1CCC2 | 8%
CCOC(=O)C1=C(C)N(c2ccc(OC)cc2)C(=O)C1 | 2%
O=C(COc1ccc(Cl)cc1Cl)Nc1ccccc1C(=O)Nc1ccccc1 | 11%
O=C(O)C1CCN(S(=O)(=O)/C=C/c2ccccc2)CC1 | 12%
Cc1ccc(C(=O)Oc2ccc(C)cc2-n2nc3ccccc3n2)cc1 | 9%
CCCC(=O)Nc1ccc(NC(=O)c2cccc3c(Br)cccc23)cc1 | 11%
O=C(O)c1cc(N2C(=O)c3c(Cl)c(Cl)c(Cl)c(Cl)c3C2=O)ccc1N1CCOCC1 | 4%
CCN(CC)CCCNC(=O)c1cc(Cl)ccc1Cl | 4%
CC(C)CCNS(=O)(=O)c1ccccc1[N+](=O)[O-] | 33%
CCOC(=O)c1ccc(-n2c(C)cc(/C=C(\C#N)C(=O)Nc3ccc(F)cc3)c2C)cc1 | 4%
CCOc1ccc(/C=C(/C#N)c2nc(-c3cccs3)cs2)cc1 | 10%
COc1ccc(/C=N/NC(=O)c2ccc(Cl)cc2O)cc1 | 10%
Cc1sc2nc(SCC(=O)NCCO)n(-c3ccccc3)c(=O)c2c1C | 2%
Cc1ccc(NC(=O)/C(C#N)=C2\NC(C)(C)Cc3ccccc32)cc1 | 5%
CCc1ccccc1N1C(=O)/C(=C/c2cc(C)n(C)c2C)C(=O)NC1=S | 6%
CN(C)CCNC(=O)C(=O)NC(c1ccccc1)c1ccccc1 | 5%
O=C(O)CNC(=O)/C(=C\c1cccs1)NC(=O)c1ccccc1 | 5%
COc1ccccc1N1CCN(/N=C(\C)c2ccc(F)cc2)CC1 | 0%
Cc1ccc(Cl)cc1NC(=O)c1ccc(Br)cc1 | 19%

A different layout for two compounds above:
smiles	RNase H inhibition
CCCS(=O)(=O)c1c(S(=O)(=O)CCC)c2cc(-c3ccncc3)ccn2c1C(=O)c1ccccc1	21%
Cc1ccc(S(=O)(=O)N2CCN(c3ccc([N+](=O)[O-])c(NC4CC4)c3)CC2)cc1	2%

(next part)
SMILES | RNase H inhibition
COc1cc(-c2nc3nc(C)c(Br)cc3[nH]2)ccc1O | 24%&34%
Cc1cccc(NC(=O)CCCOc2ccccc2)c1C | 1%
CC1CCN(CCCCOc2ccc([N+](=O)[O-])cc2)CC1 | 10%
CC1(C)Cc2c(sc3nc(SCCOc4ccccc4)n(Cc4ccccc4)c(=O)c23)CO1 | 16%
Cc1ccc(-c2cc(-c3ccccc3)cc(-c3ccc([N+](=O)[O-])cc3)n2)o1 | 9%
O=[N+]([O-])c1ccccc1/C=N/Nc1ccccc1 | 15%
C/C(=N\OCC(=O)N/N=C/c1ccccc1O)c1cccs1 | 12%
CCOc1ccc(NC(=O)/C(=C\c2ccccc2Cl)NC(=O)c2ccc(C)cc2)cc1 | 5%
O=[N+]([O-])c1ccc(N/N=C/c2cc(Cl)cc([N+](=O)[O-])c2O)cc1 | 11%
N/C(=N\OC(=O)COc1ccccc1)c1ccc(Br)cc1 | 6%
COc1ccc(CCN(C(=O)c2ccccc2)C2=CC3CCC(C2)N3C)cc1OC (stereo not drawn) | 8%
Cc1cc(Br)ccc1NC(=O)COc1ccc(Cl)cc1 | 9%
Cc1cc(C)c(NC(=O)CSc2nccn2C)c(C)c1 | 5%
COc1ccccc1C1C2=C(CCCC2=O)N(c2ccc(Cl)cc2)C(=N)/C1=C(/O)c1ccc(C)cc1 (stereo not drawn) | 20%
Cn1cccc1CN1CCN(S(C)(=O)=O)CC1 | 0%
O=C(c1ccc(F)cc1)c1ccc(N2CCCC2)cc1 | 5%
O=C(NNC(=O)c1ccco1)Nc1ccc(Cl)c(Cl)c1 | 0%
CC1=C(C(=O)OCC2CCCO2)C(c2ccc(C)cc2)NC(=O)N1 (stereo not drawn) | 6%
Cc1ccc(C)c(N=Cc2ccc(OCc3ccccc3)cc2)c1 | 0%
COC(=O)c1ccc(-c2ccc(/C=C3/C(=N)N4N=C(C(C)C)SC4=NC3=O)o2)cc1 | 16%
COc1ccc(CNC(=O)COc2ccc3ccccc3c2)cc1 | 0%
O=[N+]([O-])c1ccc(CN2CCC(N3CCCCC3)CC2)cc1 | 1%
COc1ccc(N2C(=O)NC(=O)/C(=C\c3c(OC)ccc4ccccc34)C2=O)cc1 | 31%
COc1cc(NC(=O)COc2cccc(C)c2)cc(OC)c1 | 11%
CC1Oc2ccccc2C=C1/C=C1\SC(=S)N(CCc2ccccc2)C1=O (stereo not drawn) | 19%
Cc1cc(C)nc(NS(=O)(=O)c2ccc(N/C=C\C(=O)c3ccc(Cl)cc3)cc2)n1 | 0%
CCCN(CCC)C(=O)c1ccccc1[N+](=O)[O-] | 0%

Rewritten in CSV form: 6 of the compounds above
smiles,RNase H inhibition
O=[N+]([O-])c1ccc(N/N=C/c2cc(Cl)cc([N+](=O)[O-])c2O)cc1,11%
CCc1ccccc1N1C(=O)/C(=C/c2cc(C)n(C)c2C)C(=O)NC1=S,6%
COc1cc(/C=C2/C(=O)NN(c3ccccc3)C2=O)c([N+](=O)[O-])cc1OC,12%
Cc1cc(Br)ccc1NC(=O)COc1ccc(Cl)cc1,9%
O=c1[nH]c(NCCCO)nc2c1C1(CCCC1)Cc1ccccc1-2,14%
COc1ccc2c(c1OC)C(=O)OC2Nc1ccccc1Br (stereo not drawn),9%

Screening results deposited in PubChem BioAssay by MTDP.
